TAAR1 antagonist: antagonists of human TAAR1; Q96RJ0; CHO RD-HGA16 TAAR1, Fluo-8 calcium fluorescence, antagonist; inhibition, % at 3 µM; 360,000 tested, 1.5% active;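 active means inhibition above a per-plate cutoff, the mean inhibition of test compounds on that plate plus 3 SD, cut at about 49% in these data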;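 further: 0% = DMSO plus EC80 beta-PEA response and 100% = DMSO alone without agonist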
Target sequence (Q96RJ0 whole entry, looked up): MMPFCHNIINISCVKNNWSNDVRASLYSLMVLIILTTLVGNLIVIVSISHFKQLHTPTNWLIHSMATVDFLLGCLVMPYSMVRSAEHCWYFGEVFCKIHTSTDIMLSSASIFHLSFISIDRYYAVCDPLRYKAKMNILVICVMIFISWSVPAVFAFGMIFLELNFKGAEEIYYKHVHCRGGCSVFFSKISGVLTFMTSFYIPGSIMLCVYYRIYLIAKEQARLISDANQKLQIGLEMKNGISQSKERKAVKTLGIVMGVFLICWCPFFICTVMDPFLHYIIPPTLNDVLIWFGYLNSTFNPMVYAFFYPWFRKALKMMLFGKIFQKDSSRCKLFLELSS
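Assay system: CHO-derived RD-HGA16 cells stably expressing human TAAR1 plus Gα16. Timing: 140 s kinetic read after compound, 140 s after agonist. Technique: kinetic Fluo-8 calcium fluorescence measurement. Measure: % inhibition of agonist calcium response.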
CHO-K1 Ca antag: counter-screen for M1 antagonists: effect in parental CHO-K1 cells. ATP-induced calcium, Fluo-8 fluorescence. inhibition, % at 3 µM. 360,000 tested, 0.6% active;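 active means inhibition above a per-plate cutoff, the plate's mean sample inhibition plus 3 SD, cut at about 24% in these data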;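 further: 0% = DMSO plus EC80 ATP and 100% = DMSO alone without ATP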
CHRM1 antagonist: antagonists of human M1 muscarinic receptor; P11229; CHO-K1 hM1, Fluo-8 calcium fluorescence, ACh EC80 antagonist; inhibition, % at 3 µM; 360,000 tested, 1.3% active;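 active means percent inhibition above its own plate's cutoff, namely the mean of that plate's compound wells plus 3 SD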;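 further: peak over basal fluorescence ratio during 140 s after agonist addition; 0% = ACh EC80 plus DMSO and 100% = DMSO alone without agonist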
Target sequence (P11229 whole entry, looked up): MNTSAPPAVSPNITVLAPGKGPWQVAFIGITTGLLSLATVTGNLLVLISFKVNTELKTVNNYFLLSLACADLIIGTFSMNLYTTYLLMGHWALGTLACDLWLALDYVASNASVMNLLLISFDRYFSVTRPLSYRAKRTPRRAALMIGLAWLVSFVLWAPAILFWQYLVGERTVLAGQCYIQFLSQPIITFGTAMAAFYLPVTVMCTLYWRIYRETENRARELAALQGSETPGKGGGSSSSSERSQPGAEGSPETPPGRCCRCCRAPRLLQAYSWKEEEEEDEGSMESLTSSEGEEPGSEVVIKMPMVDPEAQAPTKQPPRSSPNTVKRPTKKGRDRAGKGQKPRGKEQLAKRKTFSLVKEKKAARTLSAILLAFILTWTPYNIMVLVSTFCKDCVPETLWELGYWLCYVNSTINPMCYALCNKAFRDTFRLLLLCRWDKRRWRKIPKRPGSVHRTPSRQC
M1 PAM parental: M1 PAM counterscreen hit in parental CHO-K1 cells; ATP EC20, Fluo-8 calcium fluorescence; 0% at ATP EC20, 100% at ATP max; activation, % at 3 µM; 360,000 tested, 0.02% active; AID 602247;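 active means activation above the run cutoff, the mean activation of all test compounds plus 3 SD, cut at about 40% in these data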;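 further: peak over basal fluorescence ratio in a 140 s read after ATP addition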
CHRM1 agonist: agonists of human M1 muscarinic receptor | 360,000 tested, 0.33% active | activation, % at 3 µM | P11229 | CHO-K1 hM1, Fluo-8 calcium fluorescence, agonist mode; 0% DMSO, 100% acetylcholine EC100;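 active means activation above the run's mean compound activation plus 3 SD, cut at about 16% in these data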;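 further: peak over basal fluorescence ratio within a 140 s kinetic read after compound addition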
M1 PAM: potentiates human M1 receptor response to acetylcholine; P11229; CHO-K1 hM1, Fluo-8 calcium fluorescence, ACh EC20; 0% = ACh EC20, 100% = maximal ACh; activation, % at 3 µM; 360,000 tested, 0.088% active; in the data active means activation above about 19%, passing the limit was not always enough
CHO parental Ca: counter-screen: ATP calcium response change in parental CHO cells; parental CHO-K1, ATP-induced calcium, Fluo-8 fluorescence; inhibition, % at 5.6 µM; 330,000 tested, 0.63% active; AID 463079;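 active means inhibition above that plate's mean sample inhibition plus 3 SD, cut at about 26% in these data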;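 further: 0% = ATP-challenged DMSO wells and 100% = DMSO wells without ATP; some compounds past the cut are filed as inactive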
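Test system: untransfected parental CHO cell line; also added: ATP stimulus; dosing: 5.6 µM, single dose; signal: calcium-sensitive Fluo-8 fluorescence; measure: percent inhibition of ATP-evoked calcium rise, normalized to controls; benchmarks: low control ATP plus DMSO, high control DMSO only; replication: one well per compound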
TAAR1 ag: agonists of human TAAR1 | CHO RD-HGA16 TAAR1, Fluo-8 calcium fluorescence; vehicle wells 0%, saturating PEA agonist 100% | activation, % at 3 µM | 360,000 tested, 0.99% active | AID 624467;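 active means activation above the mean activation of all test compounds in the run plus 3 SD, cut at about 38% in these data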
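Test system: RD-HGA16 (CHO) cells co-expressing Gα16 and hTAAR1; dosing: one-point dosing at 3 µM (nominal); timing: 17-24 h seeding, 75 min 37 °C dye, 30 min RT; signal: kinetic Fluo-8 calcium fluorescence; read-out basis: % activation relative to PEA EC100 response; controls: DMSO and PEA EC100; replicates: n 1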
CHO-K1 Ca ag: M1 agonist counterscreen hit in parental CHO-K1 cells | Fluo-8 calcium fluorescence; scaled to maximal ATP response, vehicle zero | activation, % at 3 µM | 360,000 tested, 0.48% active; in the data active means activation above about 15%;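 further: untransfected CHO-K1 host cells lacking M1 receptor as counterscreen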
* = called active by the depositor; . = no result given.

SMILES	TAAR1 antagonist	CHO-K1 Ca antag	CHRM1 antagonist	M1 PAM parental	CHRM1 agonist	M1 PAM	CHO parental Ca	TAAR1 ag	CHO-K1 Ca ag
CCN1CCCC1CNC(=O)CCc1nc(-c2ccc(C)cc2)no1 (stereo not given)	-23	-3	-7	16	-9	-4	-8	0	0.1
Cc1nc(SCC(=O)c2c(N)n(C3CC3)c(=O)[nH]c2=O)[nH]c(=O)c1CCO	-9	16	28	-8	-2	-7	-1	0	0.4
COc1ccc(S(=O)(=O)N2CCCCC2)cc1NC(=O)CN(C)C1CCCCC1	-10	-13	-16	20	-7	8	-6	-1	3.2
Cc1cccn2c(CN(C)CC3Cc4ccccc4O3)c(C(=O)N3CCCCC3)nc12 (stereo not given)	9	-11	-1	8	-6	4	-21	7	3.6
O=C(CCN1C(=O)C2CC=C(Cl)CC2C1=O)Nc1ccccc1O (stereo not given)	-8	-2	-6	21	0	11	3	1	1.0
CCc1ccc(/C=C/c2c([N+](=O)[O-])c(=O)n(C)c(=O)n2C)cc1	-19	6	-21	-24	-3	14	-14	-2	-0.5
COc1ccc(S(=O)(=O)N2CCN(Cc3cc4c(cc3Br)OCCO4)CC2)cc1	-11	5	4	-10	-1	4	.	20	-0.1
C=CCn1c(O)c(N=NC(=O)c2ccccc2NS(=O)(=O)c2cccs2)c2ccccc21	-4	8	-13	-10	-2	8	-14	5	-0.2
COc1cccc(Nc2nc(C(N)Cc3ccc(C(F)(F)F)cc3)cs2)n1 (stereo not given)	28	4	1	-1	4	15	.	60*	0.8
O=C(COC(=O)c1cccc(S(=O)(=O)N2CCOCC2)c1)Nc1ncc(C(F)(F)F)cc1Cl	5	4	-2	16	-3	9	-3	9	0.6
Fc1ccc(/C=N/n2c(COc3ccccc3)n[nH]c2=S)cc1	-17	-12	-9	-3	-3	4	6	-1	0.0
COc1ccccc1NC(=O)C1CCCN(S(=O)(=O)c2ccc(-n3cnnn3)cc2)C1 (stereo not given)	13	-4	-1	-2	-4	4	-32	5	1.0
COc1ccccc1-c1nnc(SCC(=O)c2c(N)n(C3CC3)c(=O)[nH]c2=O)o1	5	-7	14	9	-4	-4	-12	6	3.0
CCSc1ccc(-c2cccc([N+](=O)[O-])c2)nn1	-28	-14	-17	22	-5	15	-21	-3	0.8
COC(=O)COc1ccc2c(=O)c(-c3ccccc3)coc2c1	-7	-5	6	0	0	-5	-16	0	7.5
COC(=O)[C@@]1(Cc2ccc(F)cc2)[C@H]2c3cc(C(=O)N(C)C)n(CC4CC4)c3C[C@H]2CN1C(=O)c1ccccc1	-17	-14	.	7	.	.	.	26	1.3
O=S(=O)(c1ccc(Cl)cc1)N1CCC(n2cccc2)CC1	-25	9	-4	-21	-5	-1	-6	3	0.1
O=C(OCCN1C(=O)c2ccccc2C1=O)c1cnccn1	-22	3	-18	0	0	8	-2	9	-0.1
Cn1c(=O)oc2ccccc2c1=O	-5	-2	-14	-13	0	7	.	1	-0.2
NC(=O)C1=C(N=C2CCCCC2)CCCC1	-4	9	-7	9	-2	8	.	1	0.8

A draw from above in order of length of the SMILES, descending.
SMILES	TAAR1 antagonist	CHO-K1 Ca antag	CHRM1 antagonist	M1 PAM parental	CHRM1 agonist	M1 PAM	CHO parental Ca	TAAR1 ag	CHO-K1 Ca ag
O=C(COC(=O)c1cccc(S(=O)(=O)N2CCOCC2)c1)Nc1ncc(C(F)(F)F)cc1Cl	5	4	-2	16	-3	9	-3	9	0.6
C=CCn1c(O)c(N=NC(=O)c2ccccc2NS(=O)(=O)c2cccs2)c2ccccc21	-4	8	-13	-10	-2	8	-14	5	-0.2
COc1ccccc1-c1nnc(SCC(=O)c2c(N)n(C3CC3)c(=O)[nH]c2=O)o1	5	-7	14	9	-4	-4	-12	6	3.0
COc1ccccc1NC(=O)C1CCCN(S(=O)(=O)c2ccc(-n3cnnn3)cc2)C1 (stereo not given)	13	-4	-1	-2	-4	4	-32	5	1.0
CCc1ccc(/C=C/c2c([N+](=O)[O-])c(=O)n(C)c(=O)n2C)cc1	-19	6	-21	-24	-3	14	-14	-2	-0.5
Cc1cccn2c(CN(C)CC3Cc4ccccc4O3)c(C(=O)N3CCCCC3)nc12 (stereo not given)	9	-11	-1	8	-6	4	-21	7	3.6
COc1ccc(S(=O)(=O)N2CCCCC2)cc1NC(=O)CN(C)C1CCCCC1	-10	-13	-16	20	-7	8	-6	-1	3.2
O=C(CCN1C(=O)C2CC=C(Cl)CC2C1=O)Nc1ccccc1O (stereo not given)	-8	-2	-6	21	0	11	3	1	1.0
Fc1ccc(/C=N/n2c(COc3ccccc3)n[nH]c2=S)cc1	-17	-12	-9	-3	-3	4	6	-1	0.0
CCN1CCCC1CNC(=O)CCc1nc(-c2ccc(C)cc2)no1 (stereo not given)	-23	-3	-7	16	-9	-4	-8	0	0.1
COC(=O)COc1ccc2c(=O)c(-c3ccccc3)coc2c1	-7	-5	6	0	0	-5	-16	0	7.5
O=C(OCCN1C(=O)c2ccccc2C1=O)c1cnccn1	-22	3	-18	0	0	8	-2	9	-0.1
NC(=O)C1=C(N=C2CCCCC2)CCCC1	-4	9	-7	9	-2	8	.	1	0.8

The results go on:
SMILES	TAAR1 antagonist	CHO-K1 Ca antag	CHRM1 antagonist	M1 PAM parental	CHRM1 agonist	M1 PAM	CHO parental Ca	TAAR1 ag	CHO-K1 Ca ag
CCOC(=O)CC(NC(=O)c1cc2cc(Br)ccc2oc1=O)c1cccc([N+](=O)[O-])c1 (stereo not given)	-24	1	3	3	-3	-1	-7	1	0.1
CC(=O)Nc1ccc(S(=O)(=O)NCCS(=O)(=O)N2CCN(c3ccccc3)CC2)cc1	4	2	-6	-6	-3	2	6	5	2.5
CC(C)(C)c1ccc(C(=O)N2CCN(c3nc4ccccc4o3)CC2)cc1	-23	4	-3	2	-1	-2	-6	-1	0.5
Cc1ccc(NC2CCCN(C(=O)c3c(C)noc3C)C2)cc1C (stereo not given)	3	-1	-7	-3	-4	5	-7	0	0.2
O=C(O)CCNC(=O)c1ccc(NC(=O)C(c2ccccc2)c2ccccc2)cc1	-10	-5	19	-20	-5	-13	-9	2	1.6
CSc1ccccc1NC(=O)CCn1c(=O)oc2ccccc21	-3	-5	-8	-10	-2	9	-11	0	0.3
CN(C)c1ccc(NC(N)=S)cc1	-5	15	9	-14	-4	0	-6	10	-0.2
CC(C)CN1C(=O)c2ccc(C(=O)Nc3c[nH]c(=O)[nH]c3=O)cc2C1=O	-9	1	-8	6	-4	0	-19	3	-0.1
O=C1CCc2cc(S(=O)(=O)N3CCC(C(=O)NC4CCCc5ccccc54)CC3)ccc2N1 (stereo not given)	-14	-2	-17	26	-6	5	-3	11	0.4
CCc1ccc(NC(=O)C(C)OC(=O)C2CCC(=O)N2)cc1 (stereo not given)	11	1	1	-3	-6	3	-9	9	-0.3
CN1CCCN(C(=O)c2cc3c(s2)CCCC3)CC1	-17	-2	-2	16	-6	8	-4	0	0.4
CCN1CCN(Cc2ccc(NC(=O)c3ccc(C)c(NC(=O)c4nccn4C)c3)cc2C(F)(F)F)CC1	20	-7	-21	12	-5	12	-19	7	0.3
Cn1nc(-c2ccccc2)nc1-c1ccccc1	15	6	8	6	-4	7	-11	4	-0.6
C[C@@H]1CN([C@H](C)CO)S(=O)(=O)c2ccc(C#Cc3ccccc3)cc2O[C@@H]1CN(C)C(=O)CN(C)C	10	3	-4	14	-9	2	.	1	0.4
NC(=O)C1(Nc2ccccc2)CCCC1	-14	-14	-17	6	-2	5	.	1	1.0
CCc1cccc(NC(=O)C2CC2c2ccccc2)c1 (stereo not given)	-2	-13	-2	13	-9	-4	-6	-1	1.3
Cc1cc(C(=O)OCC(=O)Nc2ccc(F)c(F)c2)c(C)o1	18	-3	-6	15	-6	4	0	12	1.8
COc1ccc(OC)c(S(=O)(=O)N2Cc3ccccc3CC2C(=O)Nc2nccs2)c1 (stereo not given)	13	-16	-46	19	0	8	-15	6	0.3
Cc1ccc(SCc2nc(N)nc(Nc3ccccc3C)n2)c(C)c1	1	-5	-6	8	-8	5	-13	-1	0.3
CCCn1c(CNC(=O)Cc2ccccc2)nc2ccccc21	-4	1	1	2	-4	3	-17	9	0.4
C=CCSc1nnc2c(n1)OC=Nc1ccccc1-2	3	-5	-9	15	2	13	-5	4	0.4
O=C(NCCCN1CCOCC1)c1onc(CSc2ccccc2)c1C(=O)NCCCN1CCOCC1	7	-13	-2	25	-8	6	-17	0	0.1
Cc1ccc(S(=O)(=O)/C(C#N)=C/c2c(N3CCOCC3)nc3c(C)cccn3c2=O)cc1	9	-3	20	4	-3	-12	-31	1	3.4
O=c1c2sc3ccccc3c2[nH]c(=S)n1CCN1CCOCC1	-7	-12	-9	-1	-8	1	-8	1	0.4
CCOC(=O)c1c(NC(=O)CN(C)C)sc(C(=O)N(CC)CC)c1C	6	-2	-13	11	-2	3	-5	6	0.0
O=C(CC1C(=O)NCCN1Cc1c(F)cccc1Cl)NCCCn1cccn1 (stereo not given)	-29	-6	-15	19	0	18	-6	3	0.8
O=C(Cn1c(=O)oc2cc(S(=O)(=O)N3CCCC3)ccc21)NCc1ccc(F)cc1	-4	0	8	2	-4	-4	17	3	0.7
O=C(CCC(=O)n1ncc2ccccc21)N1CCCCC1	-4	-5	-1	13	-3	5	8	0	0.3
CC(C)NCC(O)(c1ccc(Cl)cc1)c1ccc(Cl)cc1	0	-2	-11	23	-10	14	-20	14	2.6
CCN(C[C@H]1N[C@@](Cc2ccccc2)(C(=O)OC)[C@H]2C(=O)N(C)C(=O)[C@@H]12)C(=O)COc1ccccc1	-7	-3	-10	-14	-4	5	-5	1	-0.3
CCOc1cc(C(C(=O)NCC2CCCO2)N(C(=O)Cn2nnc3ccccc32)c2ccccc2OC)ccc1O (stereo not given)	7	-6	2	6	-2	1	-9	5	0.2
COc1ccc(-c2cn3cc(C)ccc3n2)cc1Br	-10	-8	1	18	-4	-2	-21	4	0.0
CCn1c(SCc2ccccc2)nnc1-c1cccs1	2	4	-8	5	-4	6	-6	8	2.5
CCn1c(SCC(=O)NC2CCCc3ccccc32)nnc1-c1ccncc1 (stereo not given)	1	-2	-7	5	-6	0	-9	2	0.0
CCN(CC)C(=O)CSc1nc2sc3c(c2c(=O)n1-c1ccc(C)cc1)CC(C)(C)SC3	2	-7	-15	11	-2	1	-17	8	0.1
CC(O)C(NS(=O)(=O)c1ccc(Cl)cc1)C(=O)OCCOc1ccc(F)cc1 (stereo not given)	-4	-12	-7	8	2	-1	.	11	6.1

Screening data deposited in PubChem BioAssay by The Scripps Research Institute Molecular Screening Center.
